# Screening results as filed in PubChem.
# PGK inhibitor: T. brucei PGK inhibition | 380,000 tested, 0.043% active | Potency, µM (doses to about 57.5 µM), for the others: at the top dose activity change, negative = inhibition, usual class: inhibitors | PGK/GAPDH coupled, Kinase-Glo luminescence, 60 min | P07378 | AID 602233; note: % is set by controls: 0 for no effect and ±100 for the full control effect; nearly all actives have a fitted effect of over 60% in size
# Target sequence (P07378 whole entry, looked up): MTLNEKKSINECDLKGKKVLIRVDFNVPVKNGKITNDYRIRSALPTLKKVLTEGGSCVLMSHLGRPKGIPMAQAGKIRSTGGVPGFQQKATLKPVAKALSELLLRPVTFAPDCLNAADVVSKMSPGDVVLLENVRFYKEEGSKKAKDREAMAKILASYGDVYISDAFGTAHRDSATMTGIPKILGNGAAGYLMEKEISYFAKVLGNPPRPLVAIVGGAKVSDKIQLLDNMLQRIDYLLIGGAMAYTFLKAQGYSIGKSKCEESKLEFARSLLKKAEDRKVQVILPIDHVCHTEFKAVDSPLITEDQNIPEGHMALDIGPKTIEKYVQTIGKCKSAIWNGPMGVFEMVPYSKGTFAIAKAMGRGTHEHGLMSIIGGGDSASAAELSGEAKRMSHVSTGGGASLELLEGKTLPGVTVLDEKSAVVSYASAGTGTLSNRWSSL
#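 Luminescent ATP detection (Kinase-Glo Plus) follows a 60-minute room-temperature incubation, with wells lacking PGK as controls. Buffer: 100 mM TEA (pH 7.6), 5 mM MgCl2, 0.01% Tween-20. Coupling enzyme GAPDH (100 nM final) supplies unstable 1,3-BPG in-well.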
# JMJD2A Tudor: blocks the human JMJD2A Tudor domain; AlphaScreen JMJD2A-Tudor / H3K4me3 peptide binding; 390,000 tested, 4.4% active; O75164; Potency, µM (series often up to 114 µM), inactives show top-dose activity change, negative = inhibition, usual class: inhibitors; note: % is set by controls: 0 for no effect and ±100 for the full control effect; nearly all actives have a fitted effect of over 50% in size
# BAZ2B block: BAZ2B (human) inhibition; Potency, µM (highest dose often 114 µM), without a hit: top-dose activity change, negative = inhibition, usual class: inhibitors; AID 504333; Q9UIF8; 360,000 tested, 4.4% active; AlphaScreen BAZ2B-H3K14Ac peptide displacement; note: % is set by controls: 0 for no effect and ±100 for the full control effect; nearly all actives have a fitted effect of over 60% in size
#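 BAZ2B 50 nM plus b-H3(5-23)K14Ac 50 nM, PBS pH 7.4/0.01% Tween-20, 30 min RT; compound added (max 110 uM), 30 min RT; streptavidin donor/Ni-chelate acceptor beads 10 ug/mL final, 20 min dark; AlphaScreen read.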
# BLM helicase inh: blocks DNA unwinding by human BLM helicase; Potency, µM (doses to about 56.1 µM), for the others: at the highest dose activity change, negative = inhibition, usual class: inhibitors; recombinant BLM DNA unwinding, fluorescence dequenching; AID 2528; P54132; 350,000 tested, 0.2% active;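 note: plate controls were vehicle for no effect and no enzyme for full effect; nearly all actives have a fitted effect of over 35% in size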
# GLS inh: glutaminase GLS (human) inhibition | GLS enzymatic activity, qHTS titration | AID 624170 | O94925 | Potency, µM (doses to about 45.5 µM), inactives show at the top dose activity change, negative = inhibition, most hits filed as inhibitors | 410,000 tested, 0.21% active; note: % is set by controls: 0 for no effect and ±100 for the full control effect
#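 hKGA; 45 mM KH2PO4 pH 8.2 + 0.02% Tween-20; cpd via pin tool; 1 mM Gln soln; GluOx/HRP/Amplex Red; RT 30 min; fluor. t0 & final.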
# G9a block: G9a (human) methyltransferase inhibition; 350,000 tested, 8.8% active; Q96KQ7; G9a H3K9 monomethylation, AlphaScreen, 2 h; AID 504332; Potency, µM (highest dose often 102 µM), for inactives: at the highest dose activity, negative = inhibition, usual class: inhibitors; note: % is set by controls: 0 for no effect and ±100 for the full control effect; nearly all actives have a fitted effect of over 75% in size
# Target sequence (Q96KQ7 913-1193 limits assumed): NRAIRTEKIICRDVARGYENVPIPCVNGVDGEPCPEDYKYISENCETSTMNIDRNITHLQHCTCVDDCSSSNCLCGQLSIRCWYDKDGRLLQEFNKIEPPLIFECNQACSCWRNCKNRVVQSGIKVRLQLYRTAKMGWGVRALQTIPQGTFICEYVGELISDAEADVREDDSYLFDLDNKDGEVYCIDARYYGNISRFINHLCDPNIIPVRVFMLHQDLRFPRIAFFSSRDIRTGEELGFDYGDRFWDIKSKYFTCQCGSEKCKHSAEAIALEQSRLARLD
#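 G9a (20 nM) was preincubated 15 min with compound, then reacted 2 h at room temperature with 500 nM biotin-H3K9 peptide and 20 µM SAM. Monomethyl-H3K9 detected by AlphaScreen using anti-H3K9me1 antibody.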
# HP1b binding inh: blocks HP1-beta chromodomain binding to methylated histone tails | P83916 | Potency, µM (top dose mostly 114 µM), inactives show at the top dose activity change, negative = inhibition, hits mostly inhibitors | 390,000 tested, 0.56% active | AID 540317 | AlphaScreen HP1-beta / biotin-H3K9me3 peptide binding; note: nearly all actives have a fitted effect of over 70% in size; inactives centre near 23
# Target sequence (P83916 whole entry, looked up): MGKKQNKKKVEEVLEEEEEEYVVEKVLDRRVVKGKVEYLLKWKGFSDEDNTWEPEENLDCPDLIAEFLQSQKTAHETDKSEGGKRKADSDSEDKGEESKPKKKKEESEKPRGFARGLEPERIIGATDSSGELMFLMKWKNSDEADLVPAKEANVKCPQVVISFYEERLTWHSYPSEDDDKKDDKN
#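 Compound inhibition of the preformed complex between 50 nM HP1-beta and 50 nM biotinylated H3K9me3 peptide was read by AlphaScreen. Buffer was PBS pH 7.4 with 0.01% Tween-20. Incubations ran 30 min at room temperature, with 10 ug/mL donor/acceptor beads.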
# Pin1 inh: blocks the human prolyl isomerase Pin1; AID 504891; Potency, µM (titrated, usually from 115 µM), for the others: top-dose activity, negative = inhibition, hits mostly inhibitors; Pin1 FP peptide displacement, HiFluor488, 10 min; 390,000 tested, 0.009% active; active = well fitted inhibition curve with a large enough effect in the polarisation, with a control signal flat, not every such curve was filed as active; inconclusive = small, poorly fitted or top-dose-only effect, or effect the other way, or a change in a side signal; inactive = no such curve, though single readings can be large or run the other way; the % refers to the polarisation; note: % is set by controls: 0 for no effect and ±100 for the full control effect
# Target sequence (Q13526 whole entry, looked up): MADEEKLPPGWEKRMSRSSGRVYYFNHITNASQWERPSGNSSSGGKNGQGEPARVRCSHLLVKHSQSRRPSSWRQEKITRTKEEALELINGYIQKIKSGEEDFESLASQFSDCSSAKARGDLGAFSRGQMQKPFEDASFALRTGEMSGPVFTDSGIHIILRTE
# Pol iota inh: blocks human DNA polymerase iota activity. Q9UNA4. Pol iota fluorescent replication assay, 10 min. Potency, µM (doses to about 115 µM), inactives show at the highest dose activity, negative = inhibition, hits mostly inhibitors. 390,000 tested, 1% active
#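 Fluorescent replication assay read twice, at 0 min and 10 min after adding 50 nM (final) substrate. Enzyme (10 nM) and compounds were first incubated 15 min at room temperature; enzyme-free buffer wells were negative controls.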
# * = called active by the depositor; i = inactive; ? = inconclusive; / = no result given; [ ] = dose if it differs, or a comment. Unless noted, calls come from the whole dose curve; as a rule, active = well fitted curve in the direction sought with a large enough effect; inconclusive = small, poorly fitted or top-dose-only effect, or another doubt; inactive = no such curve, though single readings can be large; an effect the other way counts as inactive or inconclusive. Potency is the fitted concentration of half-maximal effect.
SMILES,PGK inhibitor,JMJD2A Tudor,BAZ2B block,BLM helicase inh,GLS inh,G9a block,HP1b binding inh,Pin1 inh,Pol iota inh
Cc1cc(Cl)c2oc(C(=O)N(C)CCc3cnn(C)c3)c(C)c2c1,11%,?,-33%,-1%,9%,-10%,-1%,-2%,20%
COc1cc2cc(-c3ccc(OC)c(OC)c3C)nc(N)c2cc1OC,i,-23%,/,/,-14%,/,5%,3%,13%
O=C(O)CSc1nnc(COc2cccc3ccccc23)o1,-9%,5%,-23%,-23%,-7%,/,38%,0%,152%[activator]
O=C(NCCc1ccc2c(c1)OCCO2)c1cccc(F)c1,-3%,-5%,6%,-2%,2%,18%[59 µM],44%[activator],-2%,42%
CCCC(C(=O)NCc1ccc(OC)cc1)N(Cc1ccco1)C(=O)c1snc(C(N)=O)c1N (stereo not given),i,-10%,-7%,-8%,2%,3%[59 µM],21%,3%,?
COc1cccc(C2C(C#N)=C(N)Oc3cc(N)ccc32)c1OC (stereo not given),-1%,-18%,-38%,3%,18%,?,-3%,4%,12%
O=C(CNC(=O)c1ccc(S(=O)(=O)N2CCCCC2)cc1)N/N=C/c1ccco1,-9%,-13%,-21%,-5%,-1%,-19%,19%,-5%,?
CCOC(=O)C(C(C)=O)C(c1ccc(OC)cc1)C(C(C)=O)C(=O)OCC (stereo not given),i,-13%,1%,-8%,5%,-1%[12.7 µM],12%,-2%,18%
COc1ccc(CNC(=O)Nc2cc(C)cc(C)c2)cc1,i,-10%,-22%,-5%,-1%,/,28%,0%,20%
Nc1nc(SCC(=O)O)[nH]c(=O)c1NC(=O)c1ccco1,-8%,-12%,-2%,-1%,19%,/,10%,-1%,11%
Fc1ccc(C2=CC(c3ccco3)n3ncnc3N2)cc1 (stereo not given),-1%,-33%,?,2%,-9%,?,21%,?,21%
O=C(CN1CCCCC1)Nc1c2c(nc3ccccc13)N(c1ccccc1)CC2,-3%,?,56µM*,-11%,-1%,14µM*,?,-1%,?
CC(C)C(=O)Nc1ncc(Cc2ccc(Cl)cc2)s1,-6%,-3%,65%[activator],-10%,0%,61%[activator],45%[activator],?,1%
CCOc1c(OC)cccc1C1CC(=O)Nc2cc(OC)c(OC)cc21 (stereo not given),-2%,-26%,7%,3%,4%,-11%[59 µM],37%,-10%,88%[activator]
Cn1c(=O)cc(C(=O)N/N=C/c2ccc(F)cc2)[nH]c1=O,6%,-16%,12%,-4%,4%,7%,25%,-2%,?
N#C/C(=C\c1cccc(OCC(=O)O)c1)c1nc2ccccc2[nH]1,-5%,5%,-21%,-4%,-7%,?,60%[activator],-2%,?
Cc1ccc(CNC(=O)c2nc(SCc3ccccc3C)ncc2Cl)cc1,/,-13%,-2%,-1%,-7%,4%[59 µM],31%,-4%,-12%
O=C(COc1ccc(-c2ccccc2)cc1)N1CCCC1,0%,-9%,?,-3%,1%,35µM*,22%,-4%,4%
CCOC(=O)c1c(S(=O)(=O)N2CCC(C(=O)NCc3cccc(OC)c3)CC2)c(C)n(C)c1C,-6%,-18%,-12%,0%,-10%,4%[59 µM],39%[activator],-1%,11%
CCc1ccc(NC(=O)C2CCN(S(C)(=O)=O)CC2)cc1,i,1%,-2%,-2%,0%,-38%,15%,-2%,43%[activator]
CNC(=O)c1ccc(=O)n(Cc2cccc(C(F)(F)F)c2)c1,8%,1%,-18%,0%,-12%,10%,44%[activator],-7%,50%[activator]
Cc1ccc(-c2nnc(Nc3ccc4c(c3)nc(C)n4C)c3ccccc23)cc1,0%,-36%,-6%[57.1 µM],-4%,-7%,?,5%,14%,-13%
CCN(CC)Cc1cc(C(C)=O)ccc1OCC(C)C,-6%,-12%,1%,3%,5%,?,33%,4%,12%
O=CN1c2ccccc2CSc2ccccc21,-8%,-3%,/,/,-7%,/,57%[activator],-4%,-25%
CCN1N=C(c2ccccc2)Cn2c1nc1ccccc12,-4%,75%[activator],71%[activator],-4%,9%,-2%,157%[activator],0%,12%
CC1(C)CC2CC(C)(CN2C(=O)COC(=O)c2ccc(Cl)c(N)c2)C1 (stereo not given),1%,-5%,-3%,0%,-1%,12%,11%,-4%,23%
Cc1cc(=O)oc2cc(OCC(=O)NC3CCN(Cc4ccccc4)CC3)ccc12,0%,-15%,-18%,-5%,12%,11%[59 µM],26%,4%,8%
CC(Oc1ccc(Cl)cc1Cl)C(=O)NC1CCSC1=O (stereo not given),-1%,6%,10%,-2%,-4%,-10%[59 µM],37%,-5%,0%
Nc1cccc(C(=O)OCC(=O)NC2CCCc3ccccc32)c1 (stereo not given),10%,-5%,-2%,-1%,-1%,2%,41%[activator],2%,25%
COc1cccc(OCCn2cc(/C=N/NC(=O)c3ccncc3)c3ccccc32)c1,-3%,?,-39%,-9%,5%,13%[59 µM],-5%,4%,-13%
Cc1ccc(S(=O)(=O)N(C)C)cc1NC(=O)COC(=O)CC1CCCC1,i,-12%,7%,/,4%,-4%[0.501 µM],15%,9%,38%[activator]
CCOC(=O)c1sc(N)c(C(N)=O)c1C,-7%,-20%,/,-8%,3%,40µM*,-13%,-4%,72%[activator]
O=C(CCCCCn1c(=S)[nH]c2ccc(N3CCOCC3)cc2c1=O)NCc1ccc(Cl)cc1,7%,-7%,-10%,-5%,-18%,12%,37%,12%,163%[activator]
Clc1ccccc1-c1ccc(/C=N/Nc2nncc(-c3ccccc3)n2)o1,-5%,-22%,-22%,-1%,-2%,-17%,20%,-5%,-10%
Cc1cccc2c(CC(=O)O)noc12,0%,-10%,0%,3%,2%,?,18%,-3%,-4%
CCN(CC)C(=O)C1CCN(S(=O)(=O)c2ccc(C3CNC(=O)C3)cc2)CC1 (stereo not given),-9%,5%,11%,4%,-1%,8%[59 µM],46%[activator],0%,7%
COc1cccc(-c2nnc(SCC(=O)N3CCOCC3)o2)c1,-9%,-4%,15%,-1%,-9%,-18%[59 µM],?,1%,-1%
COCCSc1ccccc1C(=O)Nc1cccnc1,i,1%,-3%,1%,-3%,1.6µM*,23%,-3%,-2%
O=C(CNC(=O)c1ccc(OC(F)F)cc1)NCC1(N2CCOCC2)CCCCC1,i,-12%,-4%,/,15%,-2%[59 µM],28%,0%,45%[activator]
Cc1sc2ncnc(N3CCC(C(=O)NNC(=O)COc4ccccc4F)CC3)c2c1C,0%,-21%,8%,/,3%,1%,31%,15%,-26%

# Looked up by compound from the entries so far (2):
SMILES,PGK inhibitor,JMJD2A Tudor,BAZ2B block,BLM helicase inh,GLS inh,G9a block,HP1b binding inh,Pin1 inh,Pol iota inh
CNC(=O)c1ccc(=O)n(Cc2cccc(C(F)(F)F)c2)c1,8%,1%,-18%,0%,-12%,10%,44%[activator],-7%,50%[activator]
CC(Oc1ccc(Cl)cc1Cl)C(=O)NC1CCSC1=O (stereo not given),-1%,6%,10%,-2%,-4%,-10%[59 µM],37%,-5%,0%

# Additional records follow:
SMILES,PGK inhibitor,JMJD2A Tudor,BAZ2B block,BLM helicase inh,GLS inh,G9a block,HP1b binding inh,Pin1 inh,Pol iota inh
O=C(CN1CCOc2ccccc21)NC1CC1,0%,-9%,/,/,45%[activator],/,55%[activator],-1%,-1%
O=C(C=Cc1cccs1)c1ccc(Cl)s1,-5%,-14%,/,/,-16%,/,10%,3%,?
COCc1cc(=O)[nH]c2cc(NC(=O)C(F)(F)F)c(C)cc12,-7%,-1%,0%,-1%,-5%,42%[12.7 µM],46%[activator],3%,19%
CC(=O)Nc1ccc(S(=O)(=O)Nc2cc3c(cc2C(C)=O)OCO3)cc1,-4%,4%,5%,2%,3%,-2%,18%,0%,-7%
O=C(CCl)NCc1cc(-c2ccc(Cl)cc2)no1,-5%,7%,-1%,-1%,-15%,9%,35%[activator],6%,115%[activator]
COc1ccc(Cl)cc1NC(=O)NCCN1CCCCC1,4%,-8%,-14%,-9%,-14%,?,34%,0%,-18%
CN(CC(=O)Nc1ccccc1C(=O)NC1CC1)Cc1ccc(Cl)cc1,-1%,-15%,14%,/,0%,-8%[59 µM],28%,12%,20%
CC(/C=C/c1ccco1)=N\NC(=O)COc1ccc(C)c(C)c1,-8%,-33%,?,-11%,-11%,40µM*,15%,-2%,9%
CCN(CC)S(=O)(=O)c1ccc(S(=O)(=O)Nc2ccc3c(c2)oc2ccccc23)cc1,10%,6%,-8%,-9%,10%,-35%,22%,?,5%
CCc1nc2cccnc2n1-c1ccc(CC(=O)Nc2cccc(C)c2C)cc1,12%,-14%,-12%,1%,-12%,?,15%,14%,28%
CCOC(=O)c1ccccc1NC(=O)c1nn(C)c2c1COc1ccccc1-2,-1%,6%,24%,-5%,-6%,14%[59 µM],40%[activator],12%,33%[activator]
CCOc1ccccc1NC(=O)C(C)Sc1nc2c(c(=O)[nH]1)CCCC2 (stereo not given),/,-18%,-34%,0%,7%,?,23%,1%,10%
COc1ccc(CCC(=O)NNC(=O)Nc2ccc(C(C)=O)cc2)cc1,i,-12%,3%,-3%,0%,65%[activator],21%,-4%,12%
Cc1cccc(OC(C)C(=O)OCC(=O)N2CCN(c3ccccc3)CC2)c1 (stereo not given),i,-30%,/,/,0%,/,1%,2%,70%[activator]
CN(CC(=O)Nc1cccnc1)S(=O)(=O)c1ccc(Br)cc1,-1%,-2%,0%,-3%,0%,/,32%,-2%,21%
CCOC(=O)c1c(C)nc2c(c1-c1ccccc1)C(=O)CCC2,0%,-9%,-4%,2%,1%,83%[activator][59 µM],11%,-1%,6%
Cc1ccc(S(=O)(=O)N2CCOCC2)cc1C(=O)NC1CCSc2ccccc21 (stereo not given),-1%,-18%,-21%,-2%,-1%,36%,18%,-5%,-19%
CC(CC(=O)O)CC(=O)NNC(=O)c1cccc(Br)c1 (stereo not given),-7%,-8%,15%,-1%,4%,2%,7%,-6%,14%

# Records listed so far that bear a hit mark in BAZ2B block.
SMILES,PGK inhibitor,JMJD2A Tudor,BAZ2B block,BLM helicase inh,GLS inh,G9a block,HP1b binding inh,Pin1 inh,Pol iota inh
O=C(CN1CCCCC1)Nc1c2c(nc3ccccc13)N(c1ccccc1)CC2,-3%,?,56µM*,-11%,-1%,14µM*,?,-1%,?

# This is a subset, so the mix of outcomes need not match the whole.
